High-throughput results as filed in PubChem.
Salmonella PhoP GFP: PhoP regulon inhibitors, Salmonella typhi PhoP promoter GFP reporter, confirmatory (AID 1850). Salmonella Typhi PhoP-promoter GFP reporter, fluorescence, 4 h; higher % means a stronger effect. inhibition, % at 50 µM, or IC50 in µM where a hit was titrated. actives 0.33% (n = 310,000); in the data active = a potency from the dose series; inconclusive = inhibition mostly from about 25% at the one dose, without a potency; inactive = the rest, 99 in 100 with inhibition below about 19%;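 note: 0% = induced wells with vehicle and 100% = uninduced wells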
influenza NS1A: H1N1 influenza NS1A inhibitors, functional cell based assay (AID 504329). inhibition, % at 12.5 µM, or IC50 in µM where a hit was titrated. actives 0.3% (n = 340,000). NS1A functional cell-based assay, percent inhibition; higher % means a stronger effect; in the data active = a potency from the dose series; inconclusive = inhibition above about 27% without an active follow-up result; note: strong numbers were not always called active
VEEV TC-83 Vero: inhibitors of VEEV TC-83 cytopathic effect, confirmation, Vero cells (AID 588727); Vero cells, VEEV TC-83 cytopathic effect inhibition; higher % means a stronger effect; one-dose inhibition, % at 20 µM; IC50 in µM for titrated hits; actives 0.13% (n = 350,000); in the data active = a potency from the dose series; inconclusive = inhibition mostly from about 14% at the one dose, without a potency; inactive = the rest, 99 in 100 with inhibition below about 12%; note: strong numbers were not always called active
M. tuberculosis: growth inhibition of non-replicating M. tuberculosis (AID 488890) | actives 0.39% (n = 320,000) | Mycobacterium tuberculosis non-replicating, growth inhibition; higher % means a stronger effect | one-dose inhibition, % at 25 µM; IC50 in µM for titrated hits; in the data active = a potency from the dose series; inconclusive = inhibition mostly from about 82% at the one dose, without a potency; inactive = the rest, 99 in 100 with inhibition below about 76%;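 note: plate controls were DMSO cells for no effect and high antibiotic wells for full effect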
M. tuberculosis HTS: M. tuberculosis growth inhibition, HTS (AID 449762); M. tuberculosis H37Rv growth inhibition, 7H9 media; higher % means a stronger effect; inhibition, % at 25 µM; hits with a dose series show IC50 in µM; actives 0.59% (n = 330,000); in the data active = a potency from the dose series; inconclusive = inhibition above about 70% without an active follow-up result;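 note: bacterial growth assessed after seven days of incubation; strong numbers were not always called active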
VEEV TC-83 Vero 10K pilot screen: further read-out of VEEV TC-83 Vero, marked with its call; inhibition, %; measured here: 10K pilot screen inhibition
* hit, by the source's call; & = joins results of further samples.

Screening CC(=O)N1Cc2ccccc2CC1C(=O)N1CCN(c2ccccc2)CC1 (configuration not stated) returned Salmonella PhoP GFP -4%, influenza NS1A 8%, VEEV TC-83 Vero 0.5%, M. tuberculosis 0% and M. tuberculosis HTS 4%.
`Cc1cc(-c2nn(C)c(=O)c3ccccc23)cc(C)c1O` gave Salmonella PhoP GFP 4%, influenza NS1A 1%, VEEV TC-83 Vero 13%, M. tuberculosis -5% and M. tuberculosis HTS 4%.
Screening Cc1nn(CC#N)c(=O)n1-c1ccccc1 returned Salmonella PhoP GFP -1%, influenza NS1A 3%, VEEV TC-83 Vero 0.5%, M. tuberculosis 2% and M. tuberculosis HTS -3%.
Screening CCOC(=O)c1c(N)sc2c1CCCC2 returned Salmonella PhoP GFP 10%, influenza NS1A -3%, VEEV TC-83 Vero 3.6%, M. tuberculosis 22% and M. tuberculosis HTS 3%.
COc1ccc(C(=O)N2CCOC2CNC(=O)C(=O)NCc2ccc3c(c2)OCO3)cc1 (configuration not stated) was read as Salmonella PhoP GFP -2%, influenza NS1A -3%, VEEV TC-83 Vero inactive, M. tuberculosis 8% and M. tuberculosis HTS 2%.
`CSc1ccccc1NC(=O)CN(C)C(=O)C1CCN(C(=O)Nc2ccccc2)CC1` gave Salmonella PhoP GFP -1%, influenza NS1A 7%, VEEV TC-83 Vero 2.5%, M. tuberculosis -15% and M. tuberculosis HTS -1%.
For Cc1cccc(C(=O)NC2CCN(C(=S)NCc3ccco3)CC2)c1 the results were Salmonella PhoP GFP -2%, influenza NS1A 3%, VEEV TC-83 Vero 0.2%, M. tuberculosis -1% and M. tuberculosis HTS -5%.
COc1ccc(-n2c(=O)c(CCC(=O)N3CCC(C)CC3)nc3ccccc32)cc1 was read as influenza NS1A -6%, VEEV TC-83 Vero 5.5%, M. tuberculosis 29% and M. tuberculosis HTS -10%.
For Cn1cc(SCC(=O)N2CCOCC2)c2ccccc21 the results were Salmonella PhoP GFP -6%, influenza NS1A -3%, VEEV TC-83 Vero 2.7%, M. tuberculosis 5% and M. tuberculosis HTS -4%.
For Cc1nn(CCC(=O)Nc2cccc(C#N)c2)c(C)c1S(=O)(=O)N1CCCCC1 the results were Salmonella PhoP GFP 2%, influenza NS1A -1%, VEEV TC-83 Vero 2.5%, M. tuberculosis 3% and M. tuberculosis HTS 6%.
For CCOC(=O)c1[nH]c(C)c(C(=O)NCc2cccnc2)c1C the results were Salmonella PhoP GFP -15%, influenza NS1A 4%, VEEV TC-83 Vero 0.9%, M. tuberculosis 3% and M. tuberculosis HTS -6%.
Screening COc1ccc(-c2csc(CCN3N=C(C)CC3=O)n2)cc1 returned Salmonella PhoP GFP -3%, influenza NS1A -6%, VEEV TC-83 Vero 1.1%, M. tuberculosis -3% and M. tuberculosis HTS -3%.
CC(C)CN(C(=O)COC(=O)c1ccccc1SCC(=O)N1CCCC1)C1CCS(=O)(=O)C1 (configuration not stated) was read as influenza NS1A 13% and VEEV TC-83 Vero 1.8%.
Screening CCOC(=O)CN(C(=O)Cn1nnc(-c2ccc(OC)cc2)n1)C(C(=O)NC1CCCC1)c1ccc(F)cc1 (configuration not stated) returned Salmonella PhoP GFP -11%, influenza NS1A 6%, VEEV TC-83 Vero 0.4%, M. tuberculosis 7% and M. tuberculosis HTS 4%.
Screening COc1ccc(CC(=O)OCn2nnc3ccccc3c2=O)cc1 returned Salmonella PhoP GFP 4%, influenza NS1A 3%, VEEV TC-83 Vero 2.6%, M. tuberculosis 48% and M. tuberculosis HTS inconclusive.
`COc1cc(NC(=O)c2cccs2)c(OC)cc1NC(=O)CCC(=O)Nc1ccc(C)cc1` gave Salmonella PhoP GFP -8%, influenza NS1A 8%, VEEV TC-83 Vero 1.2%, M. tuberculosis -1% and M. tuberculosis HTS 5%.
Screening Cc1cccc(C)c1NC(=O)CN(C)C(=O)Cn1c(=O)cnc2ccccc21 returned Salmonella PhoP GFP 1%, influenza NS1A -7%, VEEV TC-83 Vero 2.5%, M. tuberculosis -4% and M. tuberculosis HTS -17%.
Cc1nnc(SCC(=O)N2CCOCC2)[nH]c1=O was read as Salmonella PhoP GFP 2%, influenza NS1A -7%, VEEV TC-83 Vero 0.9%, M. tuberculosis -6% and M. tuberculosis HTS -1%.
CCOC(=O)C1CCN(C(C)C(=O)c2c[nH]c3ccccc23)CC1 (configuration not stated) was read as Salmonella PhoP GFP 0%, influenza NS1A 0%, VEEV TC-83 Vero 1.4%, M. tuberculosis -3% and M. tuberculosis HTS -4%.
`Cc1ccc(S(=O)(=O)Nc2c(C)n(C)n(-c3ccccc3)c2=O)cc1` gave Salmonella PhoP GFP 8%&-4%, influenza NS1A 9%&-7%, VEEV TC-83 Vero 0.5%&1.1%, M. tuberculosis 7%&-11% and M. tuberculosis HTS 0%&1%.
Cc1occc(=O)c1OCc1c(Cl)cccc1Cl was read as Salmonella PhoP GFP -11%, influenza NS1A 7%, VEEV TC-83 Vero 0.6%, M. tuberculosis -8% and M. tuberculosis HTS -10%.
COc1ccc(OC)c(Nc2nc(-c3sc(NC(=O)C(C)(C)C)nc3C)cs2)c1 was read as Salmonella PhoP GFP 9%, influenza NS1A 14%, VEEV TC-83 Vero 6.7%, M. tuberculosis -13% and M. tuberculosis HTS 7%.
Screening COCC(=O)N(Cc1cc2cc(C)ccc2[nH]c1=O)c1ccccc1 returned Salmonella PhoP GFP 1%, influenza NS1A 20%, VEEV TC-83 Vero 0.1%, M. tuberculosis -6% and M. tuberculosis HTS -3%.
Screening CC(C)(C)c1ccccc1OCC(=O)NCCC(=O)O returned Salmonella PhoP GFP -5%, influenza NS1A 2%, VEEV TC-83 Vero inactive, M. tuberculosis -15% and M. tuberculosis HTS -1%.

Fetched by structure from the entries so far, 2 records:
Screening COCC(=O)N(Cc1cc2cc(C)ccc2[nH]c1=O)c1ccccc1 returned Salmonella PhoP GFP 1%, influenza NS1A 20%, VEEV TC-83 Vero 0.1%, M. tuberculosis -6% and M. tuberculosis HTS -3%.
Screening CC(C)(C)c1ccccc1OCC(=O)NCCC(=O)O returned Salmonella PhoP GFP -5%, influenza NS1A 2%, VEEV TC-83 Vero inactive, M. tuberculosis -15% and M. tuberculosis HTS -1%.

(continued)
O=c1[nH]c(CSc2nnc(-c3ccccc3)n2C2CCCCC2)nc2ccccc12 was read as Salmonella PhoP GFP -11%, influenza NS1A -4% and VEEV TC-83 Vero 5.1%.
`Cc1noc(C)c1S(=O)(=O)NCCN1CCN(c2ccccc2)CC1` gave Salmonella PhoP GFP -4%, influenza NS1A 12%, VEEV TC-83 Vero inactive, M. tuberculosis 1% and M. tuberculosis HTS -5%.
For COc1cc(/C=C/c2cccc[n+]2C)ccc1OCC(=O)Nc1cccc(Cl)c1 the results were Salmonella PhoP GFP -3%, influenza NS1A 6%, VEEV TC-83 Vero 7.6%, M. tuberculosis inconclusive and M. tuberculosis HTS 6%.
Cc1ccc2c(c1)C1CN(C)CCC1N2C(=O)COc1ccccc1F (configuration not stated) was read as Salmonella PhoP GFP 32%, influenza NS1A -8%, VEEV TC-83 Vero inactive, M. tuberculosis -9% and M. tuberculosis HTS 9%.
`CN1CCN(CC(C)(C)NS(=O)(=O)c2ccccc2)CC1` gave influenza NS1A 0%, VEEV TC-83 Vero 1.8%, M. tuberculosis 4% and M. tuberculosis HTS 8%.
`Cc1csc(CN(C)C(=O)CC2C(=O)NCCN2CC(C)(C)C)n1` (configuration not stated) gave Salmonella PhoP GFP -19%, influenza NS1A -8%, VEEV TC-83 Vero 0.6%, M. tuberculosis -3% and M. tuberculosis HTS -17%.
O=C(NCCc1ccccc1)c1c[nH]c2c(F)cccc2c1=O was read as Salmonella PhoP GFP -6%, influenza NS1A 6%, VEEV TC-83 Vero 3.0%, M. tuberculosis -2% and M. tuberculosis HTS 6%.
COc1ccccc1N1CCN(C(=O)c2cc(-c3ccc(Cl)c(Cl)c3)on2)CC1 was read as Salmonella PhoP GFP 9%, influenza NS1A 13%, VEEV TC-83 Vero 1.3%, M. tuberculosis 20% and M. tuberculosis HTS 6%.
CCOC(=O)CNC(=O)CSc1ncnc2c1cnn2-c1ccccc1 was read as Salmonella PhoP GFP 10%, influenza NS1A 11%, VEEV TC-83 Vero inactive, M. tuberculosis 69% and M. tuberculosis HTS 2%.
Screening Oc1ccc(/C=N/n2c(-c3ccccc3)n[nH]c2=S)cc1 returned Salmonella PhoP GFP -4%, influenza NS1A -11%, VEEV TC-83 Vero 3.3%, M. tuberculosis -15% and M. tuberculosis HTS -11%.
For CC(=O)Nc1cc(NC(C)=O)cc(C(=O)OCC(=O)N2CC(C)OC(C)C2)c1 (configuration not stated) the results were Salmonella PhoP GFP 6%, influenza NS1A 1%, VEEV TC-83 Vero 0.2%, M. tuberculosis 4% and M. tuberculosis HTS -2%.
Screening COc1ccc(/C=C/c2n[nH]c(=O)c(C#N)c2C)cc1 returned Salmonella PhoP GFP -5%, influenza NS1A -2%, VEEV TC-83 Vero 1.4%, M. tuberculosis 0% and M. tuberculosis HTS -1%.

Arranged by molecular weight (highest first): some entries from above
COc1ccccc1N1CCN(C(=O)c2cc(-c3ccc(Cl)c(Cl)c3)on2)CC1 was read as Salmonella PhoP GFP 9%, influenza NS1A 13%, VEEV TC-83 Vero 1.3%, M. tuberculosis 20% and M. tuberculosis HTS 6%.
Cc1ccc2c(c1)C1CN(C)CCC1N2C(=O)COc1ccccc1F (configuration not stated) was read as Salmonella PhoP GFP 32%, influenza NS1A -8%, VEEV TC-83 Vero inactive, M. tuberculosis -9% and M. tuberculosis HTS 9%.
O=C(NCCc1ccccc1)c1c[nH]c2c(F)cccc2c1=O was read as Salmonella PhoP GFP -6%, influenza NS1A 6%, VEEV TC-83 Vero 3.0%, M. tuberculosis -2% and M. tuberculosis HTS 6%.

(continued)
For O=C(CCCN=C1NS(=O)(=O)c2ccccc21)OCC(=O)c1ccc(F)cc1 the results were Salmonella PhoP GFP -2%, influenza NS1A 6%, VEEV TC-83 Vero 0.8%, M. tuberculosis -4% and M. tuberculosis HTS -2%.
Screening CCCN(C(=O)CSc1nc2c(cnn2-c2ccccc2)c(=O)[nH]1)C1CCS(=O)(=O)C1 (configuration not stated) returned Salmonella PhoP GFP -2%, influenza NS1A -4%, VEEV TC-83 Vero 0.7%, M. tuberculosis 2% and M. tuberculosis HTS -2%.
`COc1ccccc1CNC(=O)C1CCN(S(=O)(=O)c2ccc3c(c2)OCCO3)CC1` gave Salmonella PhoP GFP 3%, influenza NS1A 5%, VEEV TC-83 Vero 1.6%, M. tuberculosis 16% and M. tuberculosis HTS 12%.
For C/C(N)=C(\C#N)C(=O)NCCc1ccccn1 the results were Salmonella PhoP GFP -4%, influenza NS1A 4%, VEEV TC-83 Vero 0.3%, M. tuberculosis -4% and M. tuberculosis HTS -7%.
Screening O=C1OC(/C(=C\Nc2ccc(F)cc2F)[N+](=O)[O-])c2ccccc21 (configuration not stated) returned Salmonella PhoP GFP -10%, influenza NS1A 5%, VEEV TC-83 Vero 2.5%, M. tuberculosis -5%, M. tuberculosis HTS 18% and VEEV TC-83 Vero 10K pilot screen 1.4.
For O=C(COC(=O)C1CCN(c2ccc(C(F)(F)F)cn2)CC1)Nc1ccc(F)cc1[N+](=O)[O-] the results were Salmonella PhoP GFP -6%, influenza NS1A 0%, VEEV TC-83 Vero 0.5%, M. tuberculosis 1% and M. tuberculosis HTS 100%.
CCN1CNC(=S)N(c2cccc(C)c2)C1 was read as Salmonella PhoP GFP 4%, influenza NS1A 7%, VEEV TC-83 Vero 0.3%, M. tuberculosis 43% and M. tuberculosis HTS -4%.
`Cc1cccc(-n2nnc(C(=O)Nc3ccc(F)cc3)c2N)c1` gave Salmonella PhoP GFP 2%, influenza NS1A -5%, VEEV TC-83 Vero 2.2%, M. tuberculosis 12% and M. tuberculosis HTS 8%.
Screening O=C(NCCCN1CCCC1=O)NC12CC3CC(CC(C3)C1)C2 returned Salmonella PhoP GFP -7%, influenza NS1A 7%, VEEV TC-83 Vero 1.1%, M. tuberculosis -6% and M. tuberculosis HTS -5%.
For C=CCNC(=S)NNC(=O)C(CCCC)CC(C)O (configuration not stated) the results were Salmonella PhoP GFP -1%, influenza NS1A -1%, VEEV TC-83 Vero 0.2%, M. tuberculosis -15% and M. tuberculosis HTS 5%.
COc1ccccc1NC(=O)c1nn(-c2ccc(F)c(F)c2)ccc1=O was read as Salmonella PhoP GFP -4%, influenza NS1A 3%, VEEV TC-83 Vero 9.6%, M. tuberculosis -3% and M. tuberculosis HTS 5%.

Random draw from the library; 1.5% or so of the library scored in one or more.
